# GCN5L2 inh – qHTS Assay for Inhibitors of GCN5L2; GCN5L2 HAT assay, ThioGlo1 CoA-SH fluorescence; AID 504327, 2011; actives 0.21% (n = 390,000); Histone acetyltransferase KAT2A (Homo sapiens), Q92830; Potency, µM (top dose mostly 58.9 µM), for the others: at the top dose activity change, negative = inhibition, usual class: inhibitors
# Target sequence (Q92830 whole entry, looked up): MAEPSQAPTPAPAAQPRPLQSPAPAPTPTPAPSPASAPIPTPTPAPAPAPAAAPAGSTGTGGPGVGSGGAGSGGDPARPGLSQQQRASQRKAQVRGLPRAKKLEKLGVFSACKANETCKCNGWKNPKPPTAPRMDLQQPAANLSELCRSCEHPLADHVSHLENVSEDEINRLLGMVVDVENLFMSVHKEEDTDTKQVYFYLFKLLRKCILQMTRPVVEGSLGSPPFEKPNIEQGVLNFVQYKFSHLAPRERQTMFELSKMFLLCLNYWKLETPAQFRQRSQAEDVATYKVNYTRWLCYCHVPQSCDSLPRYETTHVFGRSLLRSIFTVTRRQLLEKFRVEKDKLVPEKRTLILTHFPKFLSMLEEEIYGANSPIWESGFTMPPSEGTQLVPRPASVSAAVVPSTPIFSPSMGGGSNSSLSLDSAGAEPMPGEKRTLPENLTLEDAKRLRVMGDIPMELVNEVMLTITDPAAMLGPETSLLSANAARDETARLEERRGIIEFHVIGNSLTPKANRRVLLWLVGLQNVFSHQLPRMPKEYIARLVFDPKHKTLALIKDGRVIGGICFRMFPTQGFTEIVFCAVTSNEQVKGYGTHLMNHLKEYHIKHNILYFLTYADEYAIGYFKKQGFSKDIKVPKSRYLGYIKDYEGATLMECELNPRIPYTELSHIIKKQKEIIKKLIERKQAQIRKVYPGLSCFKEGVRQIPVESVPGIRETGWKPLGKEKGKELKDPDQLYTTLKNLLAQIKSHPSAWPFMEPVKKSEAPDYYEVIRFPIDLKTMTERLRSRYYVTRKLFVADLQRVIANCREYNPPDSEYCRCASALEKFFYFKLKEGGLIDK
#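 qHTS, 1536-well. 20nM enzyme, pH 7.5 HEPES/EDTA/Tween-20 buffer; 15 min compound preinc., RT. Start: 75uM H3(1-25), 70uM AcCoA, 50uM ThioGlo1. Read Ex340/Em540 at t=0 (autofluorescence flag) and t=20 min.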
# FEN1 inh – qHTS Assay for the Inhibitors of Human Flap endonuclease 1 (FEN1); P39748; Recombinant FEN1 flap cleavage, fluorescence, 15 min; Potency, µM (doses to about 114 µM), for the others: top-dose activity change, negative = inhibition, hits mostly inhibitors; actives 0.35% (n = 390,000); AID 588795, 2011; further: nearly all actives have a fitted effect of over 65% in size
#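 Concentration–response screening of FEN1 (10 nM): 15 min compound preincubation at room temperature, reaction started with 50 nM substrate and read at 0 and 15 min. Corrected, normalized data were fitted by a four-parameter Hill equation.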
# N370S GC – qHTS Assay for Inhibitors and Activators of N370S glucocerebrosidase as a Potential Chaperone Treatment of Gaucher Disease | Potency, µM (series often up to 59.4 µM), for the others: top-dose activity change, negative = inhibition, most hits filed as inhibitors | Lysosomal acid glucosylceramidase (Homo sapiens), P04062 | actives 0.092% (n = 330,000) | N370S GC spleen homogenate, 4MU-glucoside fluorescence;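 further: 0% = full enzyme activity and -100% = no enzyme basal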
# Active calls of the source: *; ? = inconclusive; / = no result given; & = joins results of further samples; [ ] = remark or other dose. The call rests on the fitted dose curve; in most records, active means well fitted curve in the direction sought with a large enough effect; inconclusive means small, poorly fitted or top-dose-only effect, or another doubt; inactive means no such curve, though single readings can be large; an effect the other way counts as inactive or inconclusive. Unless noted, on the % scale 0 is the no-effect control and ±100 the full control effect; potency means the concentration at half of the fitted maximal effect.
SMILES,GCN5L2 inh,FEN1 inh,N370S GC
Cc1cc(C)nc(SCC(=O)Nc2ncccn2)n1,2%,/,-5%
COc1ccc(Cc2nnc(SCC(=O)c3ccc4c(c3)OCO4)o2)cc1,-3%,3%,-3%
Cc1ccc(OCC(=O)OCc2cc(=O)n3nc(C4CC4)sc3n2)cc1,3%,18%,/
CN1c2ccccc2-c2nc3ccccc3n2C1c1cccs1 (stereo unspecified),-13%,-6%,?
Cn1nnnc1SCSc1nnnn1C,-1%,1%,1%
Cc1ccc(NC(=O)C2(c3cccs3)CCOCC2)cc1C,-2%,-4%,3%
C[C@@H]1CC[C@@]2(O[C@H](CCO)C[C@@H](O)[C@@H]2O)O1,3%,-3%,-1%
CN(Cc1cccc(F)c1)C(=O)CN1CCN(S(=O)(=O)c2ccc3c(c2)OCCCO3)CC1,-3%,-12%,/
O=C(COC(=O)CCN=C1NS(=O)(=O)c2ccccc21)NNC(=O)c1ccc(Cl)cc1,0%,-8%,/
COc1ccccc1OCC(=O)N(Cc1nc(-c2ccccc2)no1)C(C)C,-2%,7%,16%
Cc1cccc(NC(=S)N(CCCN2CCOCC2)C(C)c2cc3ccccc3o2)c1 (stereo unspecified),-7%,-19%,-20%
O=C1CC(c2ccncc2)c2cc3c(cc2N1)OCO3 (stereo unspecified),-5%,-3%,5%
Cc1[nH]c(C)c(S(=O)(=O)NCCc2ccccc2)c1C(=O)N1CCCCC1,?,-6%,-23%
O=C(CNS(=O)(=O)c1ccc(F)c(Cl)c1)N1CCCCCC1,3%,-6%,3%
CCc1nn(Cc2ccc(Cl)cc2)c(=O)c2cc3cc(C)ccc3n12,0%,-3%,/
O=C(NC1CCCC1)c1cc2c(=O)n3ccccc3nc2s1,-22%,-13%,/
COc1ccc(CCNC(=O)CC(c2ccccc2)c2cccc(C)c2O)cc1OC (stereo unspecified),-7%,10%,5%
O=C(NCc1ccco1)C1CCN(c2ccc(S(=O)(=O)N3CCOCC3)cc2[N+](=O)[O-])CC1,-8%,0%,-1%
Cn1c(=O)c(-c2ccccc2)nc2cnc(N3CCNCC3)nc21,?,/,-3%
N#CCC(=O)Nc1ccc(C(=O)OCC(=O)c2ccc3c(c2)OCCO3)cc1,-18%,0%,5%
Cc1ccc(C)c(Nc2nc3ccc(C)cc3n3cnnc23)c1,25%,-2%,1%
CC(C)[C@H](O)CC[C@@H](C)C1CC[C@H]2C3CC=C4C[C@@H](O)CC[C@]4(C)C3CC[C@]12C (stereo partly specified),-6%&-4%,/,-5%&4%
Cn1cccc1C(=O)OCC(=O)NC(=O)NC1CCCCC1,-6%,0%,-4%
Cc1cc(=O)n2[nH]c(C)c(-c3ccccc3)c2n1,-4%,-1%,3%
O=C(c1ccco1)N(Cc1cccc(F)c1)C1CCS(=O)(=O)C1 (stereo unspecified),-3%,-2%,-1%
COc1ccccc1CCNC(=O)C(C)Sc1nc(-c2ccccc2)cc(C(F)(F)F)n1 (stereo unspecified),-2%,-3%,/
CCN(CC)C(=O)CSCc1cnn(-c2ccccc2)c1-n1cccc1,-1%,-5%,6%
Cc1ccc(N(C)S(=O)(=O)c2cccc(C(=O)NCCCN3CCCC3=O)c2)cc1,-9%,5%,/
CCCC(=O)Nc1ccc(C)c(O)c1,?,-5%,-4%
Cc1ccc(NC(NC(=O)c2cccs2)C(Cl)(Cl)Cl)cc1C (stereo unspecified),?,-21%,4%[12.8 µM]
CC(=O)c1ccc(OCC(O)CN(C)Cc2cccs2)cc1 (stereo unspecified),-1%,-5%,3%
CC(=O)Nc1ccc(OC(=O)c2ccccc2O)cc1,0%,/,7%
CCc1cccc(CC)c1-n1c(SCC(=O)N2CCc3ccccc32)nc(O)cc1=O,-26%,-27%,/
CC(=O)Nc1ccc(NC(=O)CC(C)n2ccnc2)cc1 (stereo unspecified),-3%,20%,-11%
COc1cc(N/N=C/c2ccccc2O)ncn1,-3%,-14%,0%
CN1CCN(C(=O)CCN2C(=O)/C(=C/c3ccc(F)cc3)SC2=S)CC1,-2%,0%,-9%
COCCCNC(=O)Cn1cc(C(=O)C2CC2)c2ccccc21,0%,-4%,1%
Cc1ccc(S(=O)(=O)NCC(=O)OCC(=O)N2C(C)CCCC2C)cc1 (stereo unspecified),8%,4%,/
CC(C)c1ccc(NC(=O)CSc2n[nH]c(=O)n2C2CC2)cc1,-6%,6%,-6%
O=C(CSc1nnnn1-c1ccc(Cl)c(C(=O)O)c1)NC(c1ccccc1)c1ccccc1,-5%,-4%,-4%
CCOC(=O)c1c(NC(=O)CN2CCC(C)CC2)sc(C)c1C,-6%,-19%,5%
O=C(c1cnn2c(C(F)(F)F)cc(-c3ccc(Br)cc3)nc12)N1CCOCC1,-3%,1%,6%
O=c1cc(Cl)[nH]c(=O)n1CCNc1ncc(C(F)(F)F)cc1Cl,8%,-6%,0%
Cc1ccc(/C=c2\sc3nc(-c4cccs4)nn3c2=O)o1,?,0%,1%
O=C(Nc1ccc(Cl)cc1)c1ccco1,1%,5%,-2%

# One compound at a time, from the list above.
# Record of CN1CCN(C(=O)CCN2C(=O)/C(=C/c3ccc(F)cc3)SC2=S)CC1 : GCN5L2 inh = -2%; FEN1 inh = 0%; N370S GC = -9%
# Record of O=c1cc(Cl)[nH]c(=O)n1CCNc1ncc(C(F)(F)F)cc1Cl : GCN5L2 inh = 8%; FEN1 inh = -6%; N370S GC = 0%

# Next results.
SMILES,GCN5L2 inh,FEN1 inh,N370S GC
CCCNC(=O)C(Cc1ccccc1)NC(=O)c1ccc(C(F)(F)F)cc1 (stereo unspecified),-4%,5%,/
O=C(N/N=C1\CC(c2ccccc2)Oc2ccccc21)c1ccccn1 (stereo unspecified),-4%,0%,-24%
C[C@@H](NC(=O)c1nc[nH]c1C(=O)N(C)Cc1ccccc1)c1ccccc1,-1%,-19%,/
N#Cc1ccc2c(c1)NC(=O)C1CCCN21 (stereo unspecified),-5%,-12%,-10%
CCOC(=O)C1=C(C)Nc2ccccc2N/C1=N\S(=O)(=O)c1ccccc1,-10%,-2%,5%
COc1ccc(C2C(C(=O)NCc3ccco3)c3ccccc3C(=O)N2C)cc1 (stereo unspecified),4%,2%,0%
Cc1cc(C)c(C)c(S(=O)(=O)N2CCN(CC(=O)NC(=O)NCc3ccccc3)CC2)c1C,-3%,-15%,10%
CCc1ccc(-c2cc(C(F)(F)F)n3nc(C(=O)Nc4c(C)nn(Cc5ccccc5Cl)c4C)cc3n2)s1,-7%,?,0%
O=C(CNC(=O)c1ccc(OC(F)F)cc1)NC1CCCc2ccccc21 (stereo unspecified),-3%,0%,5%
CCC(=O)c1ccc(N2CCN(C(=O)c3ccccc3Br)CC2)c(F)c1,-5%,-2%,-5%
CC(=O)NO,14%,-6%,16%
CC1(C)CC(=O)C(C=Nc2ccccc2C(=O)O)=C(O)C1,?,-4%,22%
COc1ccccc1CNC(=O)C(Cc1ccccc1)NS(=O)(=O)c1ccc2c(c1)CCN2C(C)=O (stereo unspecified),-16%,1%,/
CCCCC(=O)Nc1nnc(S(=O)(=O)N(C)Cc2ccccc2)s1,-4%,26%,/
CN(CCCNC(=O)CCC(=O)N1CCOc2ccc(Cl)cc21)Cc1ccccc1,9%,-3%,-18%
COc1ccc(-n2c(-c3ccc(Cl)cc3)c[nH]c2=S)cc1,-13%,17%,-2%
Cc1cc(C)c(NC(=O)CN(C)C(=O)CCC(=O)c2ccc(C)s2)c(C)c1,1%,-10%,/
C=CCN(C)CC/C=C1\c2ccccc2CSc2ccccc21,1%,1%,-16%
Cc1c(Cc2ccccc2)c(=O)oc2cc(OC(C)C(=O)NCC3CCC(C(=O)O)CC3)c(Cl)cc12 (stereo unspecified),0%,5%,5%
COc1cc(C(=O)O/N=C2\CCCc3c2ccc(OC)c3[N+](=O)[O-])cc(OC)c1OC,-3%,0%,3%
CCCCn1c(N)c(N(CCOC)C(=O)c2ccc3c(c2)C(=O)N(c2ccccc2C)C3=O)c(=O)[nH]c1=O,?,-4%,1%
Nc1nonc1-n1nnc(C(=O)N/N=C\c2ccncc2)c1CN1CCCCC1,0%,-2%,-3%
Cc1cc(-c2ccc(Cl)s2)n[nH]1,-7%,10%,3%
Cc1ccc2onc(CNC(=O)Nc3ccccc3C#N)c2c1,0%,0%,/
CCc1nc(NC(C)C)c2oc3ccccc3c2n1,-7%,5%,11%
CN(Cc1nc2c(s1)CCCC2)C(=O)CCc1nnc(-c2ccccc2)o1,-19%,1%,2%
Cc1ccc(-c2nc3cnccn3c2Nc2c(C)cccc2C)o1,-22%,-10%&-18%,11%
CN(Cc1cccc(F)c1)C(=O)c1ccc(S(=O)(=O)N2CCOCC2)cc1,2%,-11%,/
CC1CC(C)(C)CC2(C1)NC(=O)N(CC(=O)Nc1cc([N+](=O)[O-])ccc1F)C2=O (stereo unspecified),0%,-11%,/
O=C(C1CCN(S(=O)(=O)c2cccc3cccnc23)CC1)N1CCn2c1nc1ccccc12,-6%,-16%,-14%
O=C(c1cccs1)N1CCN(c2ccc([N+](=O)[O-])cc2F)CC1,-8%,19%,-6%
Nc1nnc(SCC(=O)N2CCN(Cc3ccccc3)CC2)s1,-8%[0.501 µM],5%,2%

# Among those listed so far, these contain a furan ring, fused or not:
SMILES,GCN5L2 inh,FEN1 inh,N370S GC
Cc1cccc(NC(=S)N(CCCN2CCOCC2)C(C)c2cc3ccccc3o2)c1 (stereo unspecified),-7%,-19%,-20%
O=C(NCc1ccco1)C1CCN(c2ccc(S(=O)(=O)N3CCOCC3)cc2[N+](=O)[O-])CC1,-8%,0%,-1%
O=C(c1ccco1)N(Cc1cccc(F)c1)C1CCS(=O)(=O)C1 (stereo unspecified),-3%,-2%,-1%
Cc1ccc(/C=c2\sc3nc(-c4cccs4)nn3c2=O)o1,?,0%,1%
O=C(Nc1ccc(Cl)cc1)c1ccco1,1%,5%,-2%
COc1ccc(C2C(C(=O)NCc3ccco3)c3ccccc3C(=O)N2C)cc1 (stereo unspecified),4%,2%,0%
CCc1nc(NC(C)C)c2oc3ccccc3c2n1,-7%,5%,11%
Cc1ccc(-c2nc3cnccn3c2Nc2c(C)cccc2C)o1,-22%,-10%&-18%,11%

# Screens from PubChem BioAssay.

# A portion of the library; rates above refer to the full screens.
